# rTrxR1 inhibitor: rat TrxR1 inhibition | O89049 | recombinant rTrxR1, NADPH fluorescence consumption, selenite substrate | Potency, µM (titrated, usually from 114 µM), for the others: at the top dose activity change, negative = inhibition, hits mostly inhibitors | actives 1% (n = 390,000) | AID 588453; further: potency means the concentration at half of the fitted maximal effect; on the % scale 0 is the no-effect control and ±100 the full control effect; nearly all actives have a fitted effect of over 65% in size
# Target sequence (O89049 whole entry, looked up): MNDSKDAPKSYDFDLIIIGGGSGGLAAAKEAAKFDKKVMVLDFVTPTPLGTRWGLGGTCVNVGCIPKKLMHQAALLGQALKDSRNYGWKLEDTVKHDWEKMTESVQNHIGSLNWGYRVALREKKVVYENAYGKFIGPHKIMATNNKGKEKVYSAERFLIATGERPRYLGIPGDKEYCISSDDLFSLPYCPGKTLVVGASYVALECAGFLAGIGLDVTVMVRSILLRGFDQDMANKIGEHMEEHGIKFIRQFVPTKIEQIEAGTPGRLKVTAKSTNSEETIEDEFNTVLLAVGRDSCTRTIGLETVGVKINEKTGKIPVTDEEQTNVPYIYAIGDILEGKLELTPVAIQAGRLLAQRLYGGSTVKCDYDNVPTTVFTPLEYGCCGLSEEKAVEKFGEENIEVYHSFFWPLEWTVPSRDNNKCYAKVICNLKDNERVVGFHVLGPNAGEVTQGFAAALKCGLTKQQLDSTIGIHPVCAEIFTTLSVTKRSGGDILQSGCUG
#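 Rat TrxR1 (90 nM in the dispensed reagent) was pre-reduced with 400 uM NADPH for 5 min at room temperature, then incubated with compound for 15 min. After 400 uM selenite was added, NADPH fluorescence (Ex 340/Em 450 nm) was followed for 8 min.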
# TRHR agonist: agonists of human TRH receptor | AID 493084 | activation, % at 2 µM | actives 0.18% (n = 360,000) | TRHR cells, calcium flux fluo-8, FDSS agonist mode; in the data active means activation above about 30%; further: 0% is about no effect
#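 TRHR-expressing cells, plated overnight in medium with 10% serum, were loaded with fluo-8 calcium dye at room temperature. After a 10 s baseline, library compound was pin-added and calcium release was recorded kinetically (ex 480/em 530) as agonist response.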
# D2 antagonist: antagonizes the human D2 dopamine receptor; P14416; HEK293 TREx D2 cells, calcium flux, dopamine EC80; inhibition, % at 10 µM; actives 2% (n = 340,000); AID 485344; in the data active means inhibition above about 30%; further: 0% is about no effect
#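 Measurement of antagonist activity uses fluorescent calcium dye in inducible HEK293 T-REx D2 cells: 10 s baseline, compound addition with 180 s read, EC80 dopamine addition with a further 180 s read.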
# PI4K2A inh: inhibitors of human PI4K2A | AID 1346378 | purified PI4K2A, ADP-Glo luminescence, 1 h; stronger effect = lower value | Q9BTU6 | activity change, negative = inhibition, % at 76.9 µM | actives 0.13% (n = 420,000); in the data active means activity change below about -50%; inconclusive means mostly about -30% to -49%;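 further: -100% = wells without enzyme as full effect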
#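 Compounds are screened against recombinant PI4K2A using PI as substrate and ATP, the latter dispensed at 300 microM. Reactions run one hour at ambient temperature before ADP-Glo detection; full inhibition defined by wells lacking enzyme.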
# TRHR PAM: allosterically enhances the human TRH receptor. P34981. TRHR cells, fluo-8 calcium fluorescence, EC20 TRH enhancement. enhancement, % at 2 µM. actives 0.66% (n = 360,000). AID 493056; in the data active means enhancement above about 30%; further: 0% is about no effect
#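 Enhancer read-out: after compound pinning and an initial kinetic agonist-mode read, an EC20 of TRH (10 nM final) was injected and fluo-8 calcium signal (Ex 480/Em 530) followed at 1 s/cycle for 100 cycles in TRHR-expressing cells.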
# D2 agonist: D2 dopamine receptor (human) agonism | HEK293 T-REx D2 cells, calcium flux agonist mode | activation, % at 2 µM | actives 0.53% (n = 340,000);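 active means activation over 3 SD above normal in the single-dose calcium agonist read, cut at about 30% in these data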; further: 0% is about no effect
#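 In this primary screen, compounds producing a positive calcium signal within 180 s of addition to tetracycline-induced, force-coupled HEK293 Trex D2 cells are flagged; cells are dye-loaded with a no-wash calcium kit beforehand.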
# USP1 inh: USP1/UAF1 (human) deubiquitinase inhibition. AID 743255. recombinant USP1/UAF1, Ub-Rhodamine cleavage fluorescence. Potency, µM (highest dose often 57.1 µM), inactives show at the top dose activity change, negative = inhibition, hits mostly inhibitors. actives 0.23% (n = 390,000). O94782; further: potency means the concentration at half of the fitted maximal effect; on the % scale 0 is the no-effect control and ±100 the full control effect; nearly all actives have a fitted effect of over 60% in size; inactives centre near -12
#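 1 nM enzyme complex + cpd, 15 min RT; start with Ub-Rho 150nM final; kinetic fluorescence ex 480/em 540, 6 reads q60 s. Buffer 50mM HEPES pH 7.8, 0.5mM EDTA, 0.1 mg/ml BSA, 1mM TCEP, 0.01% Tween-20.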
# mIDH1 inhibitor: blocks human mutant IDH1 R132H enzyme | actives 0.093% (n = 390,000) | Potency, µM (highest dose often 76.6 µM), for the others: at the highest dose activity change, negative = inhibition, hits mostly inhibitors | IDH1-R132H enzyme, NADPH consumption, diaphorase/resazurin fluorescence | O75874; further: potency means the concentration at half of the fitted maximal effect; on the % scale 0 is the no-effect control and ±100 the full control effect; nearly all actives have a fitted effect of over 65% in size
# Target sequence (O75874 whole entry R132H, stated change not applied): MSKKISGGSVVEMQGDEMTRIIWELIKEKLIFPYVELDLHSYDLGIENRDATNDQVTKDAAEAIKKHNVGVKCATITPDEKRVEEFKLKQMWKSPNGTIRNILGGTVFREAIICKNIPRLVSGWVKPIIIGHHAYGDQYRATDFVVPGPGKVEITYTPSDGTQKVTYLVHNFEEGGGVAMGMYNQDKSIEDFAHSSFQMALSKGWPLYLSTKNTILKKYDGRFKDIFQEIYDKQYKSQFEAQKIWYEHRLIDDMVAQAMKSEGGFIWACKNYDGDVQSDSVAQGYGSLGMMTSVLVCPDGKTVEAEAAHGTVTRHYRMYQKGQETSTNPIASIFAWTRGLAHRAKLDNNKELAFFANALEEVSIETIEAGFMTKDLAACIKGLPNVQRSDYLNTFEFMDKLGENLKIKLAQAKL
#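 IDH1-R132H (0.5 ug/mL dispensed) in pH 7.5 Tris buffer was preincubated 30 min with compound, then given a substrate mix of 0.016 mM NADPH and 2 mM alpha-KG for 80 min at room temperature; remaining NADPH was read by diaphorase/resazurin fluorescence.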
# TrxR1 substrate: substrates of rat thioredoxin reductase 1 | purified TrxR1 substrate turnover, NADPH consumption readout | Potency, µM (titrated, usually from 114 µM), for inactives: at the highest dose activity change, negative = substrate turnover | actives 0.01% (n = 390,000) | AID 588456; further: potency means the concentration at half of the fitted maximal effect; on the % scale 0 is the no-effect control and ±100 the full control effect; nearly all actives have a fitted effect of over 50% in size
#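 Rat TrxR1, dispensed at 90 nM, was prereduced with 400 uM NADPH (final) for 5 min at ~22 deg C, then incubated with compound 15 min before 400 uM selenite. A first-read NADPH fluorescence drop versus no-compound background flagged substrates.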
# Numbers without * were called inactive; ? = inconclusive; . = no result given; [ ] = dose if it differs, or a comment. Unless noted, the call rests on the fitted dose curve; in most records, active means well fitted inhibition curve with a large enough effect; inconclusive means small, poorly fitted or top-dose-only effect; inactive means no such curve, though single readings can be large or run the other way.
# Every second line gives: rTrxR1 inhibitor, TRHR agonist, D2 antagonist, PI4K2A inh, TRHR PAM, D2 agonist, USP1 inh, mIDH1 inhibitor, TrxR1 substrate
CCCCCCCC1CC(=O)C=C(C)C1C(=O)OCC (stereo unspecified)
    8.1%[57.1 µM], 0.4, -12.2, 1.4, 9.5, 0.1, -9.3%, 13.7%, -0.9%[57.1 µM]
O=C(Nc1cccc2ccccc12)N1CCc2ccccc2C1
    5.6%, -0.1, 12.5, -1.1, -3.6, -0.8, -10.1%, -2.8%, 13.3%
CCS(=O)(=O)c1ccc2oc(Nc3cccc(OC)c3)nc2c1
    4.1%, 0.2, -2.3, 0.9, 0.0, 1.7, -17.4%, 0.7%, 4.9%
Cc1ccc(S(=O)(=O)Nc2ccc3c(c2)c2c(n3S(=O)(=O)c3ccc(C)cc3)CCCC2=O)cc1
    0.9%, 0.3, 16.5, -1.7, 0.9, -0.5, -23.6%, 1.8%, -3.4%
NN(Cc1ccccc1)C(=S)Nc1ccc(Cl)c(Cl)c1
    16.8%, 0.0, 9.1, -1.2, 2.4, 0.2, -22.4%, -1.6%, -0.3%
O=C1CC(NC(=O)C(F)(F)F)=NN1c1ccccc1
    8.6%, 0.1, -0.6, -6.1, 2.2, 0.7, -1.7%, -12.2%, -0.9%
O=C(NCc1nc2ccccc2[nH]1)c1ccc([N+](=O)[O-])cc1
    23.5%, -0.3, -7.5, -3.8, 11.4, -0.2, -25.2%, 4.4%, 7.6%
O=C(Nc1cccc2c1CCCC2)c1ccccc1Cl
    2.0%, -0.3, 2.9, 2.1, -2.0, -0.3, 2.6%, 0.0%, -3.1%
O=C(Nc1cccc(S(=O)(=O)N2CCCCC2)c1)c1ccc2ncsc2c1
    -17.1%, 0.6, 3.8, -0.4, 11.3, 0.3, -9.2%, -1.7%, -14.2%
C=CCOc1c(CNc2ccc(C(=O)O)cc2)cccc1OC
    -20.8%, -0.8, -3.7, -0.4, -6.3, -0.1, -9.1%, 0.9%, -16.8%
Cc1cnc(NC(=O)C2CC=CCC2)s1 (stereo unspecified)
    4.2%, 1.5, -4.0, -5.7, -0.3, 0.8, -3.4%, 11.8%, 0.7%
COc1cccc(COC(=O)CCNC(=O)c2ccc(Cl)cc2)c1OC
    0.7%, 1.7, -6.4, -4.6, 4.9, -1.0, -7.4%, 5.3%, -7.1%
O=C(NN=C1CCCCCCC1)c1ccc(F)cc1
    18.0%[57.1 µM], 1.2, 11.6, 3.4, 0.0, 1.0, -12.2%, -15.2%, 1.1%[57.1 µM]
Cc1nc2c(C)cccn2c(=O)c1NC(=O)c1cccs1
    -13.3%[57.1 µM], -0.4, -1.9, -8.0, 8.5, -2.4, 0.2%, 0.0%, -12.9%[57.1 µM]
CC(=O)Oc1ccc(-c2ccc(C(=O)OCC(=O)c3c(N)n(C)c(=O)n(C)c3=O)cc2)cc1
    32.3%, ., ., -0.1, ., ., -23.3%, -7.1%, 14.1%
C/C(=N\NC(=O)c1ccc2c(c1)OCO2)c1ccc2c(c1)OCO2
    7.9%, -0.4, 7.8, -5.6, 0.2, -0.4, -9.6%, 6.9%, -6.6%
NS(=O)(=O)c1ccc(NC(=O)COC(=O)c2ccc([N+](=O)[O-])s2)cc1
    -15.5%, 0.7, -15.6, -2.2, -0.3, 0.1, ?, 1.2%, -2.7%
COc1ccc(/C=C2\SC(=S)N(CCC(=O)NCCCN3CCOCC3)C2=O)cc1
    7.6%[57.1 µM], -0.5, -12.2, 2.7, -2.2, -0.2, -9.7%, -6.9%, 9.2%[0.0914 µM]
Cc1nc(-c2ccc(C)c(N3CCN(C(=O)Nc4ccc(Br)cc4)CC3)c2)no1
    21.0%[57.1 µM], 0.0, ., 5.5, 2.5, 1.1, -10.8%, 8.0%, -0.4%[57.1 µM]
CCn1c(CN2c3ccccc3Sc3ccccc32)n[nH]c1=S
    2.6%, 0.5, 18.3, -1.5, -0.3, 0.4, -14.3%, 15.3%, 3.9%
CC(NC(=O)C(=O)N1CCCCC1)C(c1cccs1)N1CCN(Cc2ccccc2)CC1 (stereo unspecified)
    -1.5%, -1.0, 17.9, -0.7, 7.4, 2.0, -3.5%, -12.0%, -8.5%
O=C(O)/C=C/C(=O)Nc1ccccc1-c1ccccc1
    -76.1%, -1.1, -1.5, 1.1, 1.1, 1.1, -8.3%, 4.9%, 15.7%[57.1 µM]
O=C(NC1CCCCC1)c1ccccc1-c1ccccc1
    -1.4%[57.1 µM], 0.3, 8.8, 2.8, 3.9, -0.5, 0.0%, -7.4%, 2.3%[57.1 µM]
CCOc1ccc(CCNC(=O)CSCc2ccc(C)cc2)cc1OCC
    -0.7%, 0.6, -8.1, 3.7, -3.5, 1.9, -0.4%, 1.7%, -6.4%
COCc1cc(=O)[nH]c(-c2ccccc2)n1
    24.4%, 0.9, 14.0, -0.9, -0.3, 1.6, -22.1%, 0.0%, 2.3%
CN1CCN(S(=O)(=O)c2ccc([N+](=O)[O-])cc2)CC1
    15.0%[11.4 µM], 0.5, -2.9, 0.9, 0.2, -0.7, 0.5%, 13.3%, -1.1%
CCOC(=O)C1C(=O)NC(N2CCN(CC)CC2)=NC1c1ccccc1 (stereo unspecified)
    -9.0%, 0.2, ., -4.5, -0.9, 0.4, -2.0%, -6.4%, -9.9%
O=C(/C=N/O)NCc1ccncc1
    -6.9%, 1.1, -6.7, 0.4, -6.4, 0.4, -0.9%, 1.2%, 8.8%[57.1 µM]
Clc1ccc(CNc2nc3ccccc3c3nc(-c4cccnc4)nn23)cc1
    13.5%, 0.1, ., -0.6, -3.6, 0.4, -13.0%, -8.2%, -1.4%
COc1ccc2[nH]c3c(c2c1)CCN1C(=O)N([C@@H](C)C(=O)NCc2ccco2)C(=O)[C@]31C
    -5.2%, 0.3, -18.5, -6.1, 2.2, 0.1, ?, 5.7%, 5.7%
CCOc1ccc2nc(NS(=O)(=O)Cc3ccccc3)sc2c1
    -14.6%, 0.0, 7.1, -1.5, -4.1, -1.0, -18.0%, 5.6%, -8.8%
COc1ccc(Nc2nc3c([nH]2)c(=O)[nH]c(=O)n3C)cc1
    -34.7%, -0.2, 5.3, 5.1, -0.4, -1.0, -18.8%, -1.3%, -15.2%
CCn1c2ccc(Cl)cc2c2nc3ccccc3nc21
    -14.0%, 0.4, -7.0, 4.6, -11.1, 0.6, -14.7%, 2.4%, -8.5%
COC(=O)c1cc2occc2n1CC(=O)Nc1ccc(OC)c(OC)c1OC
    -21.8%, 0.0, ., 0.2, 0.0, ., -12.6%, -0.6%, 9.3%[57.1 µM]
Cc1ccc(NC(=O)C(NS(=O)(=O)c2ccc3c(c2)CCC(=O)N3)c2ccccc2)cc1C (stereo unspecified)
    23.5%, 0.0, ., -1.8, -3.4, 0.3, 5.0%, 0.0%, -0.4%
COc1ccc(C(=O)OCC(=O)Nc2sccc2C(N)=O)cc1[N+](=O)[O-]
    16.0%, 0.1, 12.0, -5.4, 1.3, 0.0, -21.8%, 15.5%, 4.7%
Cc1ccccc1CNC(=O)c1ccc2nc(N3CCOCC3)sc2c1
    -3.9%, -0.9, -3.5, -2.5, -1.7, -0.2, -18.0%, 1.6%, -2.6%
CC(C)C[C@H](N)c1nnc(S(=O)(=O)Cc2ccc(F)cc2)o1
    ?, -0.4, 1.5, 20.4, -3.5, 0.2, -10.7%, 1.1%, -2.6%
Cc1ccc(S(=O)(=O)c2c(C)cc(C)nc2Cl)cc1
    5.2%, 0.3, 15.1, -0.5, 0.3, -0.8, -7.2%, 10.1%, -1.3%
Cc1c2cnn(-c3ccccc3)c(=O)c2c(C)n1CCCC(=O)N1CCN(C2CCCCC2)CC1
    22.0%, -1.3, 21.4, -2.1, -5.9, -0.1, -14.4%, 0.0%, 13.2%
OC(Cc1cccnc1)c1ccccc1 (stereo unspecified)
    0.9%[11.4 µM], ., ., 4.1, ., ., -16.6%, -4.1%, 7.3%[57.1 µM]
CN1C(=O)/C(=C\c2cc(Br)cs2)c2ccccc21
    -8.3%, -0.2, 9.1, -1.7, -5.1, 1.0, -11.3%, 12.6%, 3.1%
CCc1ccc(OCC(=O)N/N=C/c2ccc(OS(=O)(=O)c3ccc(C)cc3)c(OC)c2)cc1
    19.2%, 0.8, 1.2, 0.2, 9.0, 0.6, -24.6%, -1.5%, 3.3%
CCOc1ccc(N2CC(c3nc4ccccc4n3CCOc3ccccc3OC)CC2=O)cc1 (stereo unspecified)
    23.2%, 0.2, ., -5.4, 15.7, ., -20.0%, -7.8%, 2.1%
O=C(NCCc1ccccc1)c1cc2sccc2n1Cc1ccccc1
    7.5%, 0.9, 3.5, 2.1, -1.9, 1.2, -15.6%, 3.7%, -0.5%
Cc1ccc(S(=O)(=O)NC(C)CCc2ccccc2)cc1C(N)=O (stereo unspecified)
    25.6%, -1.5, 5.5, 6.8, 13.6, 0.1, -5.2%, -1.9%, -2.4%
O=C(COc1ccccc1)N/N=C/c1ccc(O[C@@H]2O[C@H](CO)[C@@H](O)[C@H](O)[C@H]2O)cc1
    -8.8%, 0.6, 3.7, -2.5, 11.0, -0.6, -24.6%, 2.4%, -4.0%
COc1ccc2sc(N(CCCN(C)C)C(=O)c3ccc(S(=O)(=O)N4CCCC4)cc3)nc2c1
    0.2%[57.1 µM], 0.4, 2.0, -2.3, -16.1, 0.1, -6.0%, 7.9%, 3.9%[57.1 µM]
CCc1c(C)sc(NC(=O)OC)c1C(=O)N1CCCCC1
    18.0%, 0.2, 20.4, -2.0, -3.0, 0.4, -14.7%, 1.1%, 9.1%
O=C(O)c1ccccc1NC(=O)C1CCN(S(=O)(=O)c2cccc3nsnc23)CC1
    6.1%, -0.7, -7.6, -2.9, -2.3, -0.8, -13.6%, 3.9%, -4.3%

# Source: PubChem BioAssay (National Center for Advancing Translational Sciences (NCATS))
